APP 5UTR inh = APP translation inhibition; SH-SY5Y APP 5'UTR-luciferase reporter, luminescence; inhibition, % at 2 µM; hit rate 0.82% among 190,000;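 active = inhibition above a set limit, derived from the sample mean plus 3 SD, cut at about 45% in these data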; also: values of inactives mirror those of a sister screen read the other way
STAT1 act = STAT1 signaling activation; hit rate 2.6% among 200,000; NIH 3T3 STAT1-luciferase reporter, IFN-gamma, luminescence; 100% = IFN-gamma alone, no compound; activation (% of control), % at 5.5 µM;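 active = activation above the screen-wide mean activation plus 3 SD, cut at about 130% in these data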;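 also: raw ratio to IFN-gamma control signal so 100% means no change and 0% no light; values of inactives mirror those of a sister screen read the other way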
STAT1 inh = STAT1 signaling inhibition. NIH 3T3 STAT1-luciferase reporter, IFN-gamma, luminescence. inhibition, % at 5.5 µM. hit rate 0.35% among 200,000;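 active = inhibition above a set limit, the mean inhibition across all tested compounds plus 3 SD, cut at about 34% in these data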;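 also: 0% = IFN-gamma with DMSO and 100% = IFN-gamma with 300 µM nifuroxazide; values of inactives mirror those of a sister screen read the other way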
FLuc inh counter = counter-screen for luciferase assay inhibitors: firefly luciferase inhibition | hit rate 1.5% among 200,000 | ATPLite firefly luciferase biochemical luminescence, 10 min | inhibition, % at 10 µM;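 active = inhibition above about 50% when tested at 10 µM, limit read from the data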
Target sequence (P08659 whole entry, looked up): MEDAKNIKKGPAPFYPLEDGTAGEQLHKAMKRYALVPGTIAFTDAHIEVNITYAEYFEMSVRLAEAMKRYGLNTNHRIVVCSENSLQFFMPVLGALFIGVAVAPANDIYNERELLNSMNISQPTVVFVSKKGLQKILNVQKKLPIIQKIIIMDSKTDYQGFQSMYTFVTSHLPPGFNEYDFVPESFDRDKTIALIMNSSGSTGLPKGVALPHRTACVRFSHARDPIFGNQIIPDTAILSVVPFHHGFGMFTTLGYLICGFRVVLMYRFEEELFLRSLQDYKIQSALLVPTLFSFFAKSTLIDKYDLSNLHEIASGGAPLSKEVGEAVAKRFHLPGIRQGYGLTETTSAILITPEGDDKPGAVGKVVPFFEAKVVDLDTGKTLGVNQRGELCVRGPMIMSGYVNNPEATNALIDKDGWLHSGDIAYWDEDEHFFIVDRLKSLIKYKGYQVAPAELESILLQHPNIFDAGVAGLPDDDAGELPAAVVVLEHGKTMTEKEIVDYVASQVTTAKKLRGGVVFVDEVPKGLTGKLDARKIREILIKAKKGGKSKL
STAT3 act = STAT3 signaling activation | U3A cells, IL-6 STAT3-luciferase reporter, luminescence; 100% = signal with IL-6 EC80 alone | activation (% of control), % at 5.6 µM | hit rate 0.91% among 190,000;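 active = activation above the screen-wide mean of compound activation plus 3 SD, cut at about 130% in these data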;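 also: 0% = background luminescence of wells with medium and substrate only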
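System – human U3A cells carrying STAT3-luciferase construct · Probe or stimulus – Interleukin-6, 33 ng/mL · Schedule – compound 1 h, then IL-6 6 h at 37 °C · Signal – luminescence from STAT3-driven luciferase reporter · Evaluation – percent of IL-6-only median luminescence · Benchmarks – IL-6-only high control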
APP 5'UTR act = APP 5'UTR luciferase reporter activation | SH-SY5Y APP 5'UTR luciferase reporter, luminescence; zero percent = DMSO vehicle wells | activation, % at 2 µM | hit rate 1% among 190,000;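 active = activation above a set limit, based on mean plus 3 SD of controls, cut at about 140% in these data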; also: values of inactives mirror those of a sister screen read the other way
STAT3 inh = inhibitors of IL-6 induced STAT3 signaling; U3A cells, IL-6 STAT3-luciferase reporter, luminescence; host cell line lacks STAT1; inhibition, % at 5.5 µM; hit rate 0.89% among 190,000;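 active = inhibition above the mean inhibition across all screened compounds plus 3 SD, cut at about 44% in these data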;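 also: 0% = DMSO only wells and 100% = 100 µM nifuroxazide control wells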
NF-kB neuron act = raises NF-kB expression in human neuronal cells. NF-kB reporter expression; active compounds read high. fold change at 12.5 µM. hit rate 1.6% among 190,000. AID 1239; in the data active = fold change above about 3.3
RAM inhibit = yeast RAM network inhibition | inhibition, % at 50 µM | hit rate 1.8% among 190,000 | S. cerevisiae dse1pr::URA3 reporter, 5-FOA growth OD615, 2 d; analog-sensitive cbk1-as2 kinase mutant strain | AID 868;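 active = inhibition above a set limit, 3 SD over mean compound inhibition, cut at about 8.4% in these data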;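 also: 0% = DMSO-only wells with no growth and 100% = 10 µM 1-NA-PP1 full growth; inhibition rescues growth on 5-FOA so higher OD means more RAM inhibition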
Hsp70 activator = transcriptional activators of Hsp70; HeLa Hsp70 promoter luciferase reporter, luminescence; scaled: vehicle 0, proteasome-inhibitor control 100%; activation, % at 10 µM; hit rate 0.04% among 200,000;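 active = activation above the mean across all tested compounds plus 3 SD, cutoff set per campaign, cut at about 5.5% in these data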;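 also: 100% = MG132 at 30 µM as the positive control and 0% = DMSO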
* hit, by the source's call.

structure	STAT1 inh	STAT3 inh	APP 5'UTR act	APP 5UTR inh	STAT3 act	STAT1 act	NF-kB neuron act	RAM inhibit	FLuc inh counter	Hsp70 activator
COC(=O)CSc1nc(C)cc(C(F)(F)F)c1C#N	-9.4	17.0	19.0	-19.0	88.4	108.4	1.2	0.7	-9.7	-0.5
CCN(CC)S(=O)(=O)c1cc(-c2nn(C)c(=O)c3ccccc23)ccc1C	11.1	18.0	1.3	-1.3	93.2	90.0	1.73	0.5	-1.6	-0.4
CCCCN(C)CCn1c(=S)[nH]c2ncccc2c1=O	-3.4	-3.7	12.7	-12.7	100.5	103.1	1.01	0.4	-9.1	-0.3
CCOc1ccccc1CN1CCN(Cc2cc3ccccc3[nH]2)CC1CCO (stereo unspecified)	19.6	-36.0	1.8	-1.8	136.1*	80.9	0.67	1.2	-5.3	-0.2
Cc1ccc(-n2cc(CN3CCN(c4ccccn4)CC3)c(-c3ccc(F)cc3)n2)cc1	-1.4	10.6	9.7	-9.7	94.5	99.8	1.04	-0.4	-2.6	-0.3
CCn1ncc(/C=N/O)c1C	-1.1	2.2	-8.8	8.8	103.3	101.0	1.08	-1.5	-9.9	-0.1
O=C(COc1ccccc1)NCCSc1ccccc1	-6.4	-1.4	29.0	-29.0	107.5	105.8	2.15	1.2	-8.1	-0.3
CCCCC(CC)C(=O)Nc1cccc(SC)c1 (stereo unspecified)	1.2	0.4	1.1	-1.1	104.2	97.6	1.05	1.7	-2.4	-0.5
O=C(CC1SC(=Nc2cccc3ccccc23)N(Cc2ccccn2)C1=O)Nc1ccccc1Br (stereo unspecified)	15.4	-9.5	5.1	-5.1	110.4	86.4	0.77	5.0	-2.4	-0.2
CC(C)Oc1cccc(C(=O)C2CCCN(S(=O)(=O)C(C)C)C2)c1 (stereo unspecified)	-1.4	6.3	10.7	-10.7	100.7	99.4	1.06	0.4	2.4	0.2
CCn1c(SC)nc(O)c(C(c2ccc(OC)c(O)c2)c2c(O)nc(SC)n(CC)c2=O)c1=O	-8.7	11.3	6.8	-6.8	95.2	108.0	1.51	0.3	-10.4	-0.1
CCOc1cc(/C=N/O)ccc1OS(=O)(=O)c1ccc(C)cc1	5.5	4.4	-7.0	7.0	102.5	95.1	0.96	-1.2	-5.1	-0.5
C/C=C/CSc1nc2c(c(=O)[nH]c(=O)n2C)n1Cc1ccc(C)cc1	1.5	-4.4	-15.2	15.2	108.1	98.7	1.11	2.5	0.5	0.2
CCCCn1c(N)c(N(CC)C(=O)c2ccc3c(c2)S(=O)(=O)c2ccccc2C3=O)c(=O)[nH]c1=O	-4.2	11.4	0.9	-0.9	98.6	103.8	0.95	0.1	0.2	-0.1
CC(=O)N1C(C)(C)CC(=NOS(=O)(=O)c2ccccc2)CC1(C)C	-4.8	-2.9	-3.6	3.6	108.3	102.4	1.06	0.6	-7.0	0.4
Cc1ccc(S(=O)(=O)N2CCCN(S(=O)(=O)C3CCS(=O)(=O)C3)CC2)cc1 (stereo unspecified)	5.3	13.1	-12.4	12.4	91.7	95.1	1	4.3	-7.7	0.6
CC(=O)OC(C(=O)NCc1ccco1)c1ccncc1 (stereo unspecified)	-7.1	3.7	3.6	-3.6	100.1	106.5	1.17	1.1	-4.3	-0.5
Fc1cccc(Cc2noc(CN3CCN(c4cnccn4)CC3)n2)c1	-7.8	5.1	-6.1	6.1	106.1	106.3	1.18	-1.5	-8.2	0.1
CCOC(=O)c1ccccc1NC(=O)Cc1ccccc1OC	-6.0	-12.3	-3.9	3.9	113.5	105.3	0.76	0.0	-5.1	-0.2
O=C(NCc1ccco1)c1cc2nc(C3CC3)cc(C(F)(F)F)n2n1	-3.1	9.9	-4.0	4.0	94.6	102.8	1.18	2.0	-0.1	-0.1
CCOc1ccc(NS(=O)(=O)c2ccc(NS(=O)(=O)c3ccccc3)cc2)cc1	2.3	4.2	-9.2	9.3	97.4	103.8	1.38	2.4	-6.8	-0.4
CCOC(=O)CSc1nc2sc(C)c(C)c2c(=O)[nH]1	-3.6	2.5	-3.3	3.3	102.0	103.3	0.98	0.5	-1.2	-0.1
CCOC(=O)C1=C(CSc2nc(CC)c(C)cc2C#N)OC(N)=C(C#N)C1c1ccccc1 (stereo unspecified)	14.2	3.6	10.7	-10.7	102.0	87.0	0.96	2.0	-5.5	-0.3
Cn1c(SCc2n[nH]c(=S)o2)nnc1-c1ccccc1	-9.9	1.0	-8.7	8.7	102.2	109.0	1.17	0.1	-4.2	-0.2
Cc1cc(C)c2c(N)c(C(=O)C(C)(C)C)sc2n1	-2.7	18.5	7.8	-7.8	88.3	99.4	1.54	2.2	-8.1	0.1
CCc1ccccc1NC(=O)CCC(=O)OCC(=O)c1ccc(-c2ccccc2)cc1	-1.5	-6.2	-4.2	4.2	103.0	101.3	1.06	5.5	-0.1	-0.1

8 consecutive records out of the list so far:
structure	STAT1 inh	STAT3 inh	APP 5'UTR act	APP 5UTR inh	STAT3 act	STAT1 act	NF-kB neuron act	RAM inhibit	FLuc inh counter	Hsp70 activator
Fc1cccc(Cc2noc(CN3CCN(c4cnccn4)CC3)n2)c1	-7.8	5.1	-6.1	6.1	106.1	106.3	1.18	-1.5	-8.2	0.1
CCOC(=O)c1ccccc1NC(=O)Cc1ccccc1OC	-6.0	-12.3	-3.9	3.9	113.5	105.3	0.76	0.0	-5.1	-0.2
O=C(NCc1ccco1)c1cc2nc(C3CC3)cc(C(F)(F)F)n2n1	-3.1	9.9	-4.0	4.0	94.6	102.8	1.18	2.0	-0.1	-0.1
CCOc1ccc(NS(=O)(=O)c2ccc(NS(=O)(=O)c3ccccc3)cc2)cc1	2.3	4.2	-9.2	9.3	97.4	103.8	1.38	2.4	-6.8	-0.4
CCOC(=O)CSc1nc2sc(C)c(C)c2c(=O)[nH]1	-3.6	2.5	-3.3	3.3	102.0	103.3	0.98	0.5	-1.2	-0.1
CCOC(=O)C1=C(CSc2nc(CC)c(C)cc2C#N)OC(N)=C(C#N)C1c1ccccc1 (stereo unspecified)	14.2	3.6	10.7	-10.7	102.0	87.0	0.96	2.0	-5.5	-0.3
Cn1c(SCc2n[nH]c(=S)o2)nnc1-c1ccccc1	-9.9	1.0	-8.7	8.7	102.2	109.0	1.17	0.1	-4.2	-0.2
Cc1cc(C)c2c(N)c(C(=O)C(C)(C)C)sc2n1	-2.7	18.5	7.8	-7.8	88.3	99.4	1.54	2.2	-8.1	0.1

Compound activity as filed in PubChem.
